# Wnt act – activators of Wnt/beta-catenin signaling; Wnt/beta-catenin reporter cell assay, activator, plate reader; activation, % at 9.35 µM; hit rate 1.2% among 300,000; in the data active = activation above about 30%, passing the limit was not always enough;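 note: 0% = neutral control wells and 100% = positive control wells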
# NSD2 inh – NSD2 (human) methyltransferase inhibition | O96028 | NSD2 peptide methylation, AlphaScreen, 120 min | inhibition, % at 12.5 µM | hit rate 0.54% among 310,000 | AID 743445; in the data active = inhibition above about 50%
# Target sequence (O96028 whole entry, looked up): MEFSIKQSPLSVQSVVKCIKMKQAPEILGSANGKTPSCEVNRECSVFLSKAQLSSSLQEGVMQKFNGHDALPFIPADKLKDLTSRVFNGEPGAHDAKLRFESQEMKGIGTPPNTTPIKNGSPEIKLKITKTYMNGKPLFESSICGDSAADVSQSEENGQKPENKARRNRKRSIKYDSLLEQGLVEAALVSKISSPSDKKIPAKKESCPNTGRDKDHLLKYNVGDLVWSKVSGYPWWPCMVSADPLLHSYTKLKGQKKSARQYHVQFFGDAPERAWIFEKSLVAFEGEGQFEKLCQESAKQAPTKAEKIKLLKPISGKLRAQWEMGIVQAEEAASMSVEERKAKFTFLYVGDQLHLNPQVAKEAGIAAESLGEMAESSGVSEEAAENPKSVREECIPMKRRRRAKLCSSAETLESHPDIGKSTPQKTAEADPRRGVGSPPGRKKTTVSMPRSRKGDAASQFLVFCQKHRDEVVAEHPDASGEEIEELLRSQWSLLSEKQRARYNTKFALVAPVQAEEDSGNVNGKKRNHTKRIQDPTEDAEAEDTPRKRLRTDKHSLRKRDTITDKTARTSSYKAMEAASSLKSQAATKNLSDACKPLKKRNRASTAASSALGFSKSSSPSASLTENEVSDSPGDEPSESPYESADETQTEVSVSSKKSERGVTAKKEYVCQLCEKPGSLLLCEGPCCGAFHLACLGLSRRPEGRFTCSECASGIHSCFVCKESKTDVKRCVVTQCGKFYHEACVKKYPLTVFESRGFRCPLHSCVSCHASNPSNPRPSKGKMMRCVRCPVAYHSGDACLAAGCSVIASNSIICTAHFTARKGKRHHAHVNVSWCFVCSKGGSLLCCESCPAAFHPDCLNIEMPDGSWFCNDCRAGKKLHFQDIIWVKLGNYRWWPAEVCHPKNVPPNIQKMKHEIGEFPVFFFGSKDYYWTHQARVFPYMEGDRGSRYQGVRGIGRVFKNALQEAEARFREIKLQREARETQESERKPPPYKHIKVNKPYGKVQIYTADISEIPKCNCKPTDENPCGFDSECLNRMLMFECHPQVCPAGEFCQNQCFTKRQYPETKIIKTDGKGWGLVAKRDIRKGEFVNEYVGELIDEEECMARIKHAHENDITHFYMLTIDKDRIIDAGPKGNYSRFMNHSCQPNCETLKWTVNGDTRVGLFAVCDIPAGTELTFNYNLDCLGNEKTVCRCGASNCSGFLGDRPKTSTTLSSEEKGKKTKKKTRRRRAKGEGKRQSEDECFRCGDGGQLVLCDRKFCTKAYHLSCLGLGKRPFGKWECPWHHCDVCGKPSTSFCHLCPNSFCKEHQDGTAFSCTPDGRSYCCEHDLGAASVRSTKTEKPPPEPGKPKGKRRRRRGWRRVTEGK
# V-ATPase pHluor – yeast V-ATPase proton transport regulation by pHLuorin | hit rate 0.37% among 350,000 | response, % at 10 µM | AID 504577 | S. cerevisiae, pHLuorin cytosolic pH fluorescence; in the data active = response mostly above about 7.3%, no sharp cut-off; inactive = mostly below about 5.4%; note: actives read high; inactives centre near 0; some compounds called inactive have numbers as strong as hits; reference of the scale not given here
# Numbers without * were called inactive; . = no result given. A portion of the library, so the mix of outcomes need not match the whole.
SMILES,Wnt act,NSD2 inh,V-ATPase pHluor
CCCCCN1C(=O)c2cc(OC)ccc2[C@@]2(C(=O)OCC)Cc3cc(Cl)ccc3[C@@H]12,-19.1,.,.
COc1ccc(C(=O)C2CCCN(CC3CCCCC3)C2)cc1OC (configuration not stated),-1.6,.,.
CCOC(=O)[C@]12Cc3c(cc(OC)c(OC)c3OC)[C@H]1N(C)C(=O)c1cc(OC)ccc12,-2.7,.,.
CCOC(=O)[C@]12Cc3cc4ccccc4cc3[C@H]1N(Cc1ccccc1)C(=O)c1ccccc12,-20.5,.,.
O=C(NCCN1CCC2(CC1)C(=O)NCN2c1ccccc1)c1cc(C(F)(F)F)ccc1C(F)(F)F,-0.4,.,.
OC(CNC1CCCCCCC1)c1ccccc1 (configuration not stated),.,-0.3,.
NC(=O)c1ccc(N=Nc2c(O)[nH]c(=O)[nH]c2=O)cc1,.,-1.9,.
CCc1ccc(N2C(=O)NC(=O)/C(=C/c3ccsc3)C2=O)cc1,.,-6.0,.
Cc1c(P(=S)(c2ccccc2)c2ccccc2)c2ccccc2n1C,.,-1.2,.
COc1ccc(C2C([N+](=O)[O-])=C(N)Oc3c2c(=O)oc2ccccc32)cc1 (configuration not stated),.,-2.4,.

# A different layout for 2 compounds above.
smiles	Wnt act	NSD2 inh	V-ATPase pHluor
CCOC(=O)[C@]12Cc3cc4ccccc4cc3[C@H]1N(Cc1ccccc1)C(=O)c1ccccc12	-20.5	.	.
CCCCCN1C(=O)c2cc(OC)ccc2[C@@]2(C(=O)OCC)Cc3cc(Cl)ccc3[C@@H]12	-19.1	.	.

# (next part)
SMILES,Wnt act,NSD2 inh,V-ATPase pHluor
CC(N)Cc1ccccc1Sc1ccc(O)cc1 (configuration not stated),.,35.2,.
CC12CCC3C(CC=C4CC(O)CCC43C)C1C/C(=C\N1CCCC1)C2=O (configuration not stated),.,0.1,.
C1=C(c2c[nH]c3ccccc23)CCNC1,.,3.8,.
c1ccc2c(CNC3CCCCC3)c[nH]c2c1,.,16.9,.
C[C@@H]1CN([C@@H](C)CO)C(=O)CCCn2nncc2CO[C@@H]1CN(C)C(=O)Oc1ccc2ccccc2c1,-3.2,.,-1.0
C[C@@H]1CN([C@@H](C)CO)C(=O)CCCn2nncc2CO[C@@H]1CN(C)C(=O)Oc1cccc2ccccc12,-0.5,.,-2.3
CCOC(=O)c1cccc(C2=C(CNC(=O)c3nccs3)[C@H]3CC[C@@H](C2)N3Cc2ccccc2)c1,-1.3,.,-1.4
CS(=O)(=O)c1ccc(C2=C(CNC(=O)c3cccnc3)[C@H]3CC[C@@H](C2)N3Cc2ccccc2)cc1,-2.1,.,-0.2
O=C(c1cc(Cl)cc(Cl)c1)N1Cc2ccccc2-n2nncc2C1,-5.7,.,0.9
O=C(Cc1cccs1)N1Cc2ccccc2-n2nncc2C1,8.4,.,-0.2
O=C(NCC1=C(c2ccc3ccccc3c2)C[C@@H]2CC[C@H]1N2Cc1ccco1)c1cccnc1,0.3,.,0.8
Fc1ccccc1CN1Cc2ccccc2-n2nncc2C1,1.1,.,5.4
CCN(CCO)c1ccc(N=Cc2c(O)n(C)c(=S)[nH]c2=O)cc1,0.0,.,0.8
CCOC(=O)c1cccc(C2=C(CNC(=O)c3ccncc3)[C@H]3CC[C@@H](C2)N3Cc2ccccc2)c1,-1.2,.,-0.1
Cc1ccccc1C(=O)N1Cc2ccccc2-n2nncc2C1,-1.4,.,-0.4
O=C(c1cccnc1)N1Cc2ccccc2-n2nncc2C1,-1.9,.,-0.6
C[C@H](CO)N1C[C@H](C)[C@@H](CN(C)C(=O)Oc2ccc3ccccc3c2)OCc2cn(nn2)CCCC1=O,-1.1,.,-0.7
CCOC(=O)c1cccc(C2=C(CNC(=O)c3ccc([N+](=O)[O-])cc3)[C@H]3CC[C@@H](C2)N3Cc2ccccc2)c1,-0.3,.,0.0
CS(=O)(=O)c1ccc(C2=C(CNC(=O)c3ccc([N+](=O)[O-])cc3)[C@H]3CC[C@@H](C2)N3CCOc2ccccc2)cc1,-2.3,.,-1.9
Cc1ccc(OC(=O)N(C)C[C@@H]2OCc3cnnn3CCCC(=O)N([C@@H](C)CO)C[C@@H]2C)cc1,-1.5,.,1.1
CS(=O)(=O)c1ccc(C2=C(CNC(=O)c3nccs3)[C@H]3CC[C@@H](C2)N3Cc2ccco2)cc1,-1.0,.,-2.5
Cc1ncoc1C(=O)NCC1=C(c2ccc3ccccc3c2)C[C@@H]2CC[C@H]1N2Cc1ccco1,-0.5,.,0.6
COC(=O)C1=C(c2ccc(OCc3ccccc3)cc2)C[C@@H]2CC[C@H]1N2C,-2.0,.,0.9
COC(=O)C1=C(c2ccccc2OCc2ccccc2)C[C@@H]2CC[C@H]1N2C,-1.8,.,-5.5
CCOC(=O)CNC(=O)N1Cc2ccccc2-n2nncc2C1,0.0,.,-0.3
COC(=O)C1=C(c2ccc(OCc3ccccc3)cc2)C[C@@H]2CC[C@H]1N2C(=O)NCc1ccc(F)cc1,-1.5,.,-0.3
C[C@]12CC[C@H](O)C[C@@H]1CC[C@H]1[C@H]3CCC(=O)[C@@]3(C)CC[C@@H]12,-3.7,.,-2.6
COc1ccc(OC(=O)N(C)C[C@@H]2OCc3cnnn3CCCC(=O)N([C@H](C)CO)C[C@H]2C)cc1,-0.9,.,1.1
CS(=O)(=O)c1ccc(C2=C(CNC(=O)c3ccncc3)[C@H]3CC[C@@H](C2)N3CCOc2ccccc2)cc1,0.3,.,1.4
C[C@@H]1CN([C@H](C)CO)C(=O)CCCn2nncc2CO[C@H]1CN(C)C(=O)Oc1ccc2ccccc2c1,0.1,.,6.4
Cc1ccc(OC(=O)N(C)C[C@@H]2OCc3cnnn3CCCC(=O)N([C@H](C)CO)C[C@@H]2C)cc1,0.0,.,1.6
CCCOc1ccccc1OCC(=O)N1CCN(CC(=O)N2CCOCC2)CC1,6.7,-4.7,.
Cc1cccc2nc(-c3ccccc3)c(-c3ccc(CN4CCC(n5c(=O)[nH]c6cc(Cl)ccc65)CC4)cc3)nc12,-9.7,-1.9,.
CCN1CCN(Cc2cc(OC)c(OC)cc2[N+](=O)[O-])CC1,-1.9,5.0,.
O=C1NC(=O)C(=Cc2ccc3c(c2)OCO3)C(=O)N1,-0.4,-1.4,.
c1ccc2c(CCN3CCCCC3)c[nH]c2c1,-1.9,2.8,.
CC(C)N1CCOC(c2ccc(O)c(O)c2)C1 (configuration not stated),-2.4,2.3,.
N#Cc1ccc2nc(-c3ccc(CN4CCC(n5nnc6ccccc65)CC4)cc3)c(-c3ccccc3)nc2c1,-2.8,0.5,.
CC(=O)C1=C(C)OC2=C(C(=O)CCC2)[C@@]12C(=O)N(C)c1ccccc12,-1.8,-0.3,.
Cc1ccccc1OP(=O)(Oc1ccccc1C)N1CCOCC1,-0.3,-0.8,.
Cc1nc2ccccc2c(=O)n1-c1nccs1,0.1,-3.1,.
C[C@]12CCC3C(CC[C@H]4C[C@@H](O)CC[C@]34C)C1C[C@@H](O)C2=O (some centres not stated),-6.1,0.6,.
COc1cc2c(cc1OC)C(c1c(O)n(CCc3ccccc3)c(=S)[nH]c1=O)NCC2 (configuration not stated),-0.2,6.1,.
NC(Cc1ccc(F)cc1)c1csc(Nc2ccccn2)n1 (configuration not stated),0.1,5.5,.
c1ccc(N2[C@@H]3CC[C@H]2c2ccncc2C3)cc1,1.6,0.4,.
C[C@]12CCC3C(CC[C@H]4C[C@H](O)CC[C@]34C)C1C[C@@H](O)[C@H]2O (some centres not stated),-3.6,-6.0,.
NC(Cc1ccc(F)cc1)c1csc(Nc2cnccn2)n1 (configuration not stated),1.9,-2.0,.
COc1cccc(NC2=NCCS2)c1,3.2,-2.6,.
CCN(CC)CCN/N=C(\C)c1c(O)[nH]c(=O)[nH]c1=O,-0.6,3.0,-6.8
COc1ccc(C(=O)O/N=C(/C(N)=O)P(=O)(OC(C)C)OC(C)C)cc1,2.7,3.3,-2.0

# Some of the entries so far, with bars between the fields:
SMILES | Wnt act | NSD2 inh | V-ATPase pHluor
NC(Cc1ccc(F)cc1)c1csc(Nc2cnccn2)n1 (configuration not stated) | 1.9 | -2.0 | .
CCN(CC)CCN/N=C(\C)c1c(O)[nH]c(=O)[nH]c1=O | -0.6 | 3.0 | -6.8
Cc1nc2ccccc2c(=O)n1-c1nccs1 | 0.1 | -3.1 | .
C[C@]12CCC3C(CC[C@H]4C[C@@H](O)CC[C@]34C)C1C[C@@H](O)C2=O (some centres not stated) | -6.1 | 0.6 | .

# Next part.
SMILES,Wnt act,NSD2 inh,V-ATPase pHluor
O=C(CCN1CC=C(c2ccccc2)CC1)NCc1ccccc1,-3.9,-0.5,3.1
c1cc2c(c(NC3=NCCCS3)c1)CCCC2,-4.0,8.9,-1.5
O=c1c2ccccc2[nH]c(=S)n1-c1cccc(Cl)c1,-3.9,-7.6,-2.8
COC(=O)C(O)(c1ccc(NC(=O)c2cccs2)cc1)C(F)(F)F (configuration not stated),6.8,-2.6,2.2
O=C(NC(=S)N1CC1)c1ccccc1,4.2,0.0,2.0
CCc1cc2c(cc1-c1csc(C/C(N)=N/O)n1)C(C)(C)CCC2(C)C,-2.6,6.3,-4.6
O=C(c1cccs1)N1CCC(C(=O)O)(c2ccccc2)CC1,1.6,-10.8,0.1
COc1cc(C=NNC(=S)Nc2ccc(S(=O)(=O)N3CCCCC3)cc2)cc(OC)c1OC,2.4,-0.8,3.2
COc1ccc(OC)c(-n2c(O)c(C=Nc3c(C)n(C)n(-c4ccccc4)c3=O)c(=O)[nH]c2=S)c1,-2.0,31.1,-0.4
CCN1C(=O)N(CC)C(=O)C2(Cc3ccccc3N3CCN(c4ccccc4)CC32)C1=O (configuration not stated),3.2,5.6,-1.5

# Some entries already given, showing only NSD2 inh:
canonical_smiles,NSD2 inh
O=c1c2ccccc2[nH]c(=S)n1-c1cccc(Cl)c1,-7.6
COC(=O)C(O)(c1ccc(NC(=O)c2cccs2)cc1)C(F)(F)F (configuration not stated),-2.6
O=C(NC(=S)N1CC1)c1ccccc1,0.0
CCc1cc2c(cc1-c1csc(C/C(N)=N/O)n1)C(C)(C)CCC2(C)C,6.3
O=C(c1cccs1)N1CCC(C(=O)O)(c2ccccc2)CC1,-10.8

# Returning to the listing, repeating the 2 entries before the break.
SMILES,Wnt act,NSD2 inh,V-ATPase pHluor
COc1ccc(OC)c(-n2c(O)c(C=Nc3c(C)n(C)n(-c4ccccc4)c3=O)c(=O)[nH]c2=S)c1,-2.0,31.1,-0.4
CCN1C(=O)N(CC)C(=O)C2(Cc3ccccc3N3CCN(c4ccccc4)CC32)C1=O (configuration not stated),3.2,5.6,-1.5
COc1ccc(CN2CCN(C(=O)Cc3ccccc3)CC2)cc1OC,-2.5,0.0,1.1
COc1ccc(C(=O)CC(c2ccc(OC)c(OC)c2)c2c(O)c3ccccc3oc2=O)cc1OC (configuration not stated),3.3,-0.1,-6.4
Cn1c(O)c(C=NCCN2CCN(C(=O)Nc3ccccc3)CC2)c(=O)n(C)c1=O,5.9,1.0,3.2
O=C(O)C(O)(c1ccc(Cl)cc1)C1(O)CCCC1 (configuration not stated),-5.2,-0.5,0.4
COc1ccc(C(CC(C)=O)c2c(O)c3ccccc3oc2=O)cc1OC (configuration not stated),0.7,-0.3,-2.0
CN(C)C1CCc2[nH]c3c(F)cc(F)cc3c2C1 (configuration not stated),-2.4,11.6,0.0
O=c1c2ccccc2[nH]c(=S)n1-c1cccc(C(F)(F)F)c1,-4.2,1.1,-4.1
OCC[n+]1c2ccccc2nc2ccc(N3CCOCC3)cc21,1.4,82.4*,-1.0
FC(F)(F)c1cccc(NC2=NCCS2)c1,-5.5,0.1,-1.7
COC(=O)C12CCc3cc(OC)ccc3C1=CC(=O)C2 (configuration not stated),-3.1,-0.3,2.6
CCC1(C(=O)c2ccccc2)C2c3ccccc3OC(=O)C21C(C)=O (configuration not stated),2.3,-1.1,2.0
COc1ccc(CCn2c(O)c(/C=N/N3CCOCC3)c(=O)[nH]c2=O)cc1OC,0.1,-2.2,6.9
CC(Cc1ccc(O)cc1)NCC(O)c1ccc(O)c(O)c1 (configuration not stated),-1.0,126.0*,3.0
O=C1NC(=O)N(c2ccccc2)C(=O)/C1=C\c1ccc([N+](=O)[O-])s1,-1.4,22.0,135.9*
CCCCCCn1c(O)c(C=Nc2ccccc2N2CCOCC2)c(=O)[nH]c1=S,-3.6,-1.0,-22.9
O=C(Nc1cccc(Br)c1)c1c(O)c2c(n(Cc3ccccc3)c1=O)CCCC2,-1.5,1.1,4.2
COc1cccc(C)c1NC1=NCCO1,-4.3,-3.1,-2.8
O=C1NC(=O)N(CCC2=CCCCC2)C(=O)/C1=C/c1cccs1,4.1,44.0,3.6
CCn1c(O)c(/C=N/NC(=O)c2ccccc2)c(=O)n(CC)c1=S,8.7,-1.1,-0.5
c1ccc2[nH]c(CCN3CCCCC3)nc2c1,-1.7,7.8,-0.7
COc1ccc(C(SCC(NC(=O)OCc2ccccc2)C(=O)O)c2ccc(OC)cc2)cc1 (configuration not stated),1.4,0.8,-0.3
Cc1cc(C=C2C(=O)N(C)C(=S)N(C)C2=O)c(C)n1-c1ccncc1,-1.4,19.7,0.9
CCS(=O)(=O)NC(C)c1nnc2n1-c1ccc(Br)cc1C(c1ccccc1Cl)=NC2 (configuration not stated),0.2,-0.8,0.4

# Source: PubChem BioAssay
